Screening results from PubChem BioAssay.
S1P4 antag – human S1P4 receptor antagonism; inhibition, % at 4.98 µM; S1P4-expressing cells, antagonist mode, reporter read-out; AID 1510; 220,000 tested, 0.26% active; in the data active = inhibition above about 29%;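 note: 0% = wells stimulated with agonist and 100% = vehicle wells without agonist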
NPY2 pot ag – human NPY-Y2 potentiation or agonism, primary screen. P49146. cells expressing NPY-Y2, potentiator/agonist read-out. activation, % at 3.6 µM. 220,000 tested, 0.45% active. AID 1359; in the data active = activation above about 27%;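 note: cells stimulated with NPY near EC25 plus isoproterenol at EC100; 0% = vehicle plus submaximal agonist and 100% = vehicle plus saturating agonist; some results beyond the cut were filed as inactive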
NPY Y1 blocker – blocks the human neuropeptide Y Y1 receptor. HEK293-CNG Y1 cells, membrane potential fluorescence; NPY at EC95, then isoproterenol. P25929. inhibition, % at 3.6 µM. 200,000 tested, 1% active;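 active = inhibition above the campaign mean inhibition of all tested compounds plus 3 SD, cut at about 20% in these data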;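 note: 0% = DMSO wells given NPY plus isoproterenol and 100% = isoproterenol alone without NPY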
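Assay system: HEK293 Y1/CNG channel cell line; Doses: single compound dose of 3.6 µM, 0.4% DMSO; Timing: dye 3 h, compound 60 min room temperature, stimulation 45 min; Technique: Membrane-potential fluorescent dye readout; Measure: % inhibition of NPY effect.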
S1P4 agonist – activates the human S1P4 receptor | O95977 | S1P4-expressing cell line, agonist reporter assay | activation, % at 4.98 µM | 220,000 tested, 0.35% active; in the data active = activation above about 11%;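 note: 0% = DMSO vehicle and 100% = reference agonist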
p97 inhibitor – human p97 ATPase inhibition; recombinant p97 ATPase, Kinase-Glo ATP luminescence, 3 h; inhibition, % at 8 µM; 220,000 tested, 0.42% active; in the data active = inhibition above about 15%;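 note: 0% = DMSO vehicle and 100% = wells lacking enzyme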
Target sequence (P55072 whole entry, looked up): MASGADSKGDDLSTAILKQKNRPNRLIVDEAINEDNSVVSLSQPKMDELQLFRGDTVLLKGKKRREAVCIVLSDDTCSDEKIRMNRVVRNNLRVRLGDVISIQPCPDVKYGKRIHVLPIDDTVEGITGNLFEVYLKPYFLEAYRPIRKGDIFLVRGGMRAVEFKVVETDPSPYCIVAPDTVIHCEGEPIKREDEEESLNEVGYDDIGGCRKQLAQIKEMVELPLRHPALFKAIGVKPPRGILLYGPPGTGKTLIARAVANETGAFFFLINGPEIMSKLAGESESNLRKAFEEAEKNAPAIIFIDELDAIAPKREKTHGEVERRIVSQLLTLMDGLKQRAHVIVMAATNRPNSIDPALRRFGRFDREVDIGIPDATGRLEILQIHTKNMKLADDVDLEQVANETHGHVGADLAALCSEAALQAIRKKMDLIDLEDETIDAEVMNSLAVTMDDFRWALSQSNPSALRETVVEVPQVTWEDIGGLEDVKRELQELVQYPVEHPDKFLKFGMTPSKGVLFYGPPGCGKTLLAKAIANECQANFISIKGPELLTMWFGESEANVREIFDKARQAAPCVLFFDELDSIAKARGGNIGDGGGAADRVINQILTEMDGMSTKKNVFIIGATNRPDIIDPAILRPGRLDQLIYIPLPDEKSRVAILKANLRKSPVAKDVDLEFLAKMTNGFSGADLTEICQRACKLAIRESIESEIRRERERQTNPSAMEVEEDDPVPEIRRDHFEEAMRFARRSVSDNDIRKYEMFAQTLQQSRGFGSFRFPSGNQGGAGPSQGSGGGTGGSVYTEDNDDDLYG
EP2 mod – EP2 receptor (human) modulation; EP2-expressing cells, cAMP HTRF FRET, PGE2 co-stimulation; P43116; 260,000 tested, 0.83% active; induction, % at 25 µM;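 active = compounds whose cAMP rise, as percent of the full-agonist control response, exceeds 60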;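 note: rat C6 glioma line stably carrying human EP2 under a CMV promoter; the protocol text gives 20 µM as final concentration; 100% = response of wells given 1 µM PGE2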
NPY1 pot ag – potentiates or activates human NPY-Y1 receptor; P25929; NPY-Y1 expressing cells, potentiator/agonist activation; activation, % at 3.6 µM; 220,000 tested, 0.37% active; AID 1304; in the data active = activation above about 33%, passing the limit was not always enough;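 note: cells stimulated with NPY at EC10 then isoproterenol at EC100; 0% = low agonist plus stimulus and 100% = saturating agonist plus stimulus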
EP2 antag – blocks the human prostaglandin E2 receptor EP2; P43116; C6 glioma cells expressing human EP2, cAMP TR-FRET; cells stimulated with saturating PGE2; inhibition, % at 25 µM; 260,000 tested, 0.52% active;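 active = percent inhibition above 40 after rounding to a whole number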;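 note: rat C6 glioma host cells with rolipram phosphodiesterase inhibitor present; the protocol text gives 20 µM as final concentration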
eIF4E 4G PPI – blocks eIF4E binding to eIF4G | P63073+Q04637 | 220,000 tested, 0.37% active | TR-FRET eIF4E-eIF4GI(517-606) binding, 2 h | inhibition, % at 21.7 µM;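 active = inhibition above about 30%, limit read from the data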;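 note: 0% = full FRET control wells and 100% = background wells lacking eIF4GI fragment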
* = called active by the depositor; nt = not tested or not shown; & = joins results of further samples; [ ] = another dose, or the depositor's remark.

SMILES	S1P4 antag	NPY2 pot ag	NPY Y1 blocker	S1P4 agonist	p97 inhibitor	EP2 mod	NPY1 pot ag	EP2 antag	eIF4E 4G PPI
COc1ccc(NC(=O)c2cc(C)cc(C)c2)cc1[N+](=O)[O-]	-18	-12	8	0.1	5	-29	0	7	3
CCOc1ccc(NC(=O)c2ccco2)c([N+](=O)[O-])c1	-7	-11	2	-0.7	5	0	-31	4	2[fluorescence artefact?]
CCOc1cc(CNn2cnnc2SCC(=O)NC(C)(C)C)ccc1OCC(=O)NC(C)(C)C	4	-13	-6	-0.9	1	-25	7	1	0
CCc1ccc2c(c1)C1(SC(NC(C)=O)=NN1C(C)=O)C(=O)N2CC (stereo unspecified)	-14	-7	-2	0.1	1	45&-6	9	10&6	0
CN(C)S(=O)(=O)c1cc(NC(=O)COC(=O)Cc2ccc(Br)cc2)ccc1Cl	1	-4	-3	4.7	-3	-27	-22	10	-5
COc1cc(/C=C(\NC(C)=O)C(=O)NC(C)(C)C)ccc1OC(C)=O	-7	4	1	-0.1	4	12	15	4	12[fluorescence artefact?]
COc1ccc2c(c1OC)C(=O)N1N=C(c3ccc(F)cc3)CC21 (stereo unspecified)	-14	7	5	-1.2	3	-12	11	4	1
O=C(CSc1nc2ccc(Cl)cc2[nH]1)c1cccs1	2	-3	nt	-1.1	-1	-10	18	4	-12
CCOC(=O)N/N=C/C=C/c1ccccc1	-8	3	1	0.6	7	-13	11	11	18[fluorescence artefact?]
O=C(NCCN1CCN(c2ccccc2)CC1)C1CCN(S(=O)(=O)c2cccc3nonc23)CC1	-23	5	4	1.2	2	-13	21	11	3
CCCC/C(O)=C1\C(=O)CC(C)(C)CC1=Nc1ccccc1OC	3	8	2	3.3	-3	49	9	9	1
COc1ccc(C(=O)n2nc(-c3ccco3)nc2SC)cc1OC	-18	-10	1	-1.6	1	4	3	10	10
COc1ccc(NC(=S)NCc2ccco2)c(OC)c1	-17	-9	-6	3.2	-5	-44	23	14	-2
CCCSc1nc(O)c(C2OC(=O)c3c2ccc(OC)c3OC)c(=O)n1-c1ccccc1 (stereo unspecified)	-23	-5	3	-0.2	-1	26	-6	5	-3
C/C(=N/NS(C)(=O)=O)c1ccc2ccccc2c1	5	-3	1	-0.6	0	9	-10	8	0
O=C(Nc1cc(-c2ccccc2)[nH]n1)c1ccccc1	17	-21	nt	1.4	-5	15	-9	0	-7
O=C(CSc1nc2ccccc2n1CC(=O)N1CCCC1)Nc1nccs1	5	19	-5	-0.2	3	-16	-17	7	4[fluorescence artefact?]
C/C(=N\NC(=S)NC1CCCCC1)c1c(F)cccc1F	2	-19	-3	3.2	-1	15	9	9	0
CCOc1ccc(NC(=S)NCCCN2CCN(c3ccc(OC)cc3)CC2)cc1	2	6	3	0.1	-6	-13	-2	2	0
CCOC(=O)c1c(-c2ccc(C)cc2)csc1NC(=O)CCN1CC(C)OC(C)C1 (stereo unspecified)	-4	-26	6	-0.7	-4	86*	-30	6	6
CC1=C(C(=O)NC(C)c2ccccc2)C2(CCC(C)CC2)OC1=O (stereo unspecified)	0	-13	nt	0.1	6	6	19	9	-7
O=C(/C=C/c1cccc([N+](=O)[O-])c1)NC(=S)Nc1ccccc1C(=O)O	4	-16	3	-0.6	0	-13	-18	3	-1
Cc1cc(S(=O)(=O)NCc2cccs2)ccc1-n1cnnn1	-17	-6	-1	9.5	-4	-8&-5	-4	7&5	12[fluorescence artefact?]
CC(=O)Nc1ccc(NS(=O)(=O)c2ccc(-c3csc(C)n3)s2)cc1	1	-1	nt	-0.1	9	-32	-1	9	1
O=C(Nc1ccc(Oc2c(F)c(F)c(F)c(F)c2F)cc1)OC1CCN2Cc3ccccc3N=C12 (stereo unspecified)	-6	-11	nt	-0.2	9	16	-9	7	-15

Records listed so far that bear a hit mark in EP2 mod.
Structure,S1P4 antag,NPY2 pot ag,NPY Y1 blocker,S1P4 agonist,p97 inhibitor,EP2 mod,NPY1 pot ag,eIF4E 4G PPI
CCOC(=O)c1c(-c2ccc(C)cc2)csc1NC(=O)CCN1CC(C)OC(C)C1 (stereo unspecified),-4,-26,6,-0.7,-4,86*,-30,6

Following part:
SMILES	S1P4 antag	NPY2 pot ag	NPY Y1 blocker	S1P4 agonist	p97 inhibitor	EP2 mod	NPY1 pot ag	EP2 antag	eIF4E 4G PPI
Nc1cc(S(=O)(=O)Nc2ccc(Cl)cc2)ccc1N1CCOCC1	-4	30	nt	-0.2	5	-23	22	7	-5
CSc1nc2nccc(-c3ccc(Oc4ccccc4)cc3)n2n1	-6	-6	0	2.1	-1	-11	-1	12	1
COc1cccc(-n2c(CN3CCN(c4ccccn4)CC3)nc3ccc([N+](=O)[O-])cc3c2=O)c1	-19	12	-3	0.4	2	19	4	0	4
Cc1ccc(C)c2[nH]c(=O)c(C(c3nnnn3CCc3ccccc3)N3CCOCC3)cc12 (stereo unspecified)	-7	-5	-2	0.2	-5	6	1	11	-1
CC(=O)C1=C(O)C(=O)N(c2ccc(Br)cn2)C1c1ccc(Br)cc1 (stereo unspecified)	-2	4	nt	-0.6	8	28	22	26	-2
COc1ccc(OC)c(NC(=O)CSc2nnc3ccc(-c4ccncc4)nn23)c1	-12	8	4	2.8	-2	16	-17	4	1
COc1ccc(S(=O)(=O)NCC(c2cccnc2)N2CCN(C)CC2)cc1C (stereo unspecified)	-44	-9	4	4.0	1	21	-11	11	2[fluorescence artefact?]
Cn1nc(CC(=O)Nc2cccc3ncccc23)c2ccccc2c1=O	-19	3	-1	-0.4	0	7	13	11	3[fluorescence artefact?]
CCOC(=O)C1CCN(S(=O)(=O)c2nc3nc(C)cc(C)n3n2)CC1	-17	8	0	-0.7	-6	19	5	9	-3
COc1ccc(/C=C(/NC(=O)/C=C/c2ccccc2)C(=O)N2CCOCC2)cc1	-13	14	-6	-0.8	-3	7	17	12	-1
Cc1c(/C=N/NC(=O)C(C)(C)Oc2ccc(Cl)cc2)cnn1C	-11	-9	2	0.8	4	-34	9	10	-2
Cc1ccccc1Nc1nnc(SCc2cc([N+](=O)[O-])cc3c2OCOC3)s1	3	21	6	-4.3	4	-20	7	4	-3[fluorescence artefact?]
CCC1Oc2ccc(C)cc2N(CC(=O)NCCC2=CCCCC2)C1=O (stereo unspecified)	-28	5	8	0.4	-5	22	5	6	-7
Cc1cc(OCCCCCn2ccnc2)cc(C)c1Cl	6	-1	5	-0.1	-7	-11	-29	8	6
CCN(CC)S(=O)(=O)c1ccc(C(=O)Oc2cc(C)[nH]c(=O)c2[N+](=O)[O-])cc1	-11	-3	-1	-0.4	3	2	6	8	1
O=C(Nc1ccc2c(c1)OCO2)N1CCN(c2ccccc2Cl)CC1	-7	6	-1	-1.4	4	-6	-10	7	3
CCC(CC)C(=O)Nc1ccccc1-n1cccc1	0	2	6	0.1	-2	13	-9	8	-3
CCN(CC)c1c([N+](=O)[O-])c(=O)n(CC)c2ccccc12	-6	3	nt	0.7	0	20	6	10	1
Cc1c(C=C2C(=O)c3ccccc3C2=O)cc(C#N)n1C	-15	18	nt	-0.2	8	-8	13	12	-1
CC1Cn2c(nnc2-c2ccccc2O)S1 (stereo unspecified)	1	2	-2	-3.6	5	2	-4	6	1
COCCNC(=O)C(C)N1c2cccc3cccc(c23)S1(=O)=O (stereo unspecified)	-8	10	7	-1.0	4	16	-25	9	0[fluorescence artefact?]
CCOC(=O)Cn1c(=N)n(Cc2ccccc2)c2ccccc21	0	7	3	0.4	5	10	-14	25	-3
Cc1ccc(SCC(=O)NC(=O)NC(C)C)c(C)c1	-8	-1	0	1.7	0	20	-5	9	-5
N=C1C(=O)OCC1c1ccccc1NC(=O)Nc1ccccc1 (stereo unspecified)	1	-10	2	2.2	2	-16	14	4	0
COc1ccccc1NC(=O)c1ccc(NC(=O)COC(=O)C2CCCO2)cc1 (stereo unspecified)	-1	-13	-1	0.9	-3	-17	-10	-2	0

Reprinted at random: five records from the list, in no set order.
SMILES	S1P4 antag	NPY2 pot ag	NPY Y1 blocker	S1P4 agonist	p97 inhibitor	EP2 mod	NPY1 pot ag	EP2 antag	eIF4E 4G PPI
Cn1nc(CC(=O)Nc2cccc3ncccc23)c2ccccc2c1=O	-19	3	-1	-0.4	0	7	13	11	3[fluorescence artefact?]
Nc1cc(S(=O)(=O)Nc2ccc(Cl)cc2)ccc1N1CCOCC1	-4	30	nt	-0.2	5	-23	22	7	-5
COc1ccccc1NC(=O)c1ccc(NC(=O)COC(=O)C2CCCO2)cc1 (stereo unspecified)	-1	-13	-1	0.9	-3	-17	-10	-2	0
CC(=O)C1=C(O)C(=O)N(c2ccc(Br)cn2)C1c1ccc(Br)cc1 (stereo unspecified)	-2	4	nt	-0.6	8	28	22	26	-2
CSc1nc2nccc(-c3ccc(Oc4ccccc4)cc3)n2n1	-6	-6	0	2.1	-1	-11	-1	12	1

Some entries already given with just NPY Y1 blocker and eIF4E 4G PPI:
molecule,NPY Y1 blocker,eIF4E 4G PPI
Cc1c(/C=N/NC(=O)C(C)(C)Oc2ccc(Cl)cc2)cnn1C,2,-2
CCC(CC)C(=O)Nc1ccccc1-n1cccc1,6,-3

(next part)
SMILES	S1P4 antag	NPY2 pot ag	NPY Y1 blocker	S1P4 agonist	p97 inhibitor	EP2 mod	NPY1 pot ag	EP2 antag	eIF4E 4G PPI
CCOc1ccc(NC(=O)c2c(OC)cccc2OC)cc1	-9	16	0	-1.4	5	-3	15	9	-1
CC(C)c1ccc(OCC(=O)NNC(=O)c2cnccn2)cc1	-4	-3	nt	-0.9	8	31	4	9	3
Cc1cc(C)nc(/N=C(\N)N2CCCCCC2)n1	-14	-11	6	1.5	8	3	14	9	-5
O=C1CC(N2CCN(C/C=C/c3ccccc3)CC2)C(=O)N1Cc1cccs1 (stereo unspecified)	-19	-11	3	0.2	-2	8	-31	10	-2
COc1ccccc1C1/C(=C(/O)c2ccc(C)cc2)C(=O)C(=O)N1CC(C)O (stereo unspecified)	0	-1	0	0.2	6	20	-2	21	3
CCCC(=O)Nc1cc(-c2nc3ncccc3o2)ccc1C	14	3	6	-0.9	1	3	2	19	-2
COc1ccc(NC(=O)c2cnc3sccn3c2=O)cc1	-5	2	-4	0.9	2	-5	2	6	-1
Fc1ccc(Oc2nc(-c3ccccn3)nc3ccccc23)cc1	-10	-73	nt	-0.3	-9	7	-67	17	0
COc1ccc(OC)c(S(=O)(=O)NC(N)=NCCc2ccccc2)c1	-8	18	1	-1.6	1	8	16	6	2

Copied from the list:
O=C1CC(N2CCN(C/C=C/c3ccccc3)CC2)C(=O)N1Cc1cccs1 (stereo unspecified) – NPY1 pot ag: -31
CC(C)c1ccc(OCC(=O)NNC(=O)c2cnccn2)cc1 – EP2 mod: 31

A portion of the library; count on the stated rates, not on these rows.
